High-throughput results from PubChem.
Casp6 inh: human caspase-6 inhibitors, primary screen, biochemical, VEID-R110 fluorescence, single point, set 2 | AID 686996, 2013 | purified caspase-6, Z-VEID-R110 cleavage fluorescence | 0.53% of 350,000 active | inhibition, % at 12.5 µM | P55212;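 active means mean inhibition across replicates at least about 35%, with every replicate also reaching that limit, limit read from the data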;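 further: 0% = median of neutral control wells and 100% = no fluorescence left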
Target sequence (P55212 24-179 limits assumed): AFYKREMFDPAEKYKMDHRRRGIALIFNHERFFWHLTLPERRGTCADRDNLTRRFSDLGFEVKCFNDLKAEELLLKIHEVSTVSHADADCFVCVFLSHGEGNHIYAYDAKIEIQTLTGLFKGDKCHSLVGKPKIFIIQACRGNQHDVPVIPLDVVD
Target sequence (P55212 194-293 limits assumed): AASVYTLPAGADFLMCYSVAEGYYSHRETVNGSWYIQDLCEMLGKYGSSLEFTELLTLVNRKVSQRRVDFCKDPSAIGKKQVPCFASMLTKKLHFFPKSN
ARNT-TACC3 inh: disruptors of ARNT/TACC3 protein interaction, primary screen, biochemical, AlphaScreen, single concentration. AID 623870, 2012. 0.66% of 390,000 active. Transforming acidic coiled-coil-containing protein 3 (Homo sapiens), Q9Y6A5. AlphaScreen His-ARNT PAS-B/GST-TACC3 binding, luminescence; TACC3 fragment carries E629A point mutation. inhibition, % at 9.99 µM;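 active means mean inhibition of replicates at least 50% and at least half of replicates each reaching 50%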;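 further: 0% = complete ARNT plus TACC3 wells and 100% = ARNT alone without TACC3; many hits fall short of the cut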
LGR2 antag: inhibitors of bursicon-induced LGR2 CRE-luciferase signal, primary screen, cell-based, HEK293, CRE-luciferase reporter, bursicon stimulation. Drosophila bursicon receptor LGR2 (rickets). bursicon-stimulated, 4 h. inhibition, % at 9.99 µM. 0.35% of 380,000 active. AID 720647, 2013;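 active means drop in luminescence signal, shown as inhibition above about 50% in the replicate tests, limit read from the data, passing the limit was not always enough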;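 further: agonist challenge used bursicon conditioned medium at about half maximal strength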
EWS-Fli inh: EWS/Fli-driven NR0B1 reporter inhibitors, primary screen, A673 cells, NR0B1 luciferase, luminescence, MLPCN library; viability-normalised; inhibition, % at 12.6 µM; 0.67% of 350,000 active;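 active means mean inhibition of at least 50% after viability correction, with every replicate also passing that limit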;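 further: firefly luciferase signal divided by Alamar Blue viability fluorescence both relative to DMSO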
DENV2 CPE: inhibitors of DENV2 cytopathic effect, primary screen, cell-based, plate reader, single concentration | DENV2-infected cells, cytopathic effect rescue | CPE inhibition, % at 9.99 µM | 1.7% of 350,000 active | AID 651640, 2012; in the data active means CPE inhibition above about 20%, passing the limit was not always enough; tested in BHK-21 cells;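 further: 0% = median of neutral control wells and 100% = median of positive control wells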
SIRT5 block: SIRT5 desuccinylase inhibitors, primary screen, biochemical, fluorescence imaging, single point, set 5; Purified SirT5, succinyl-peptide AMC, trypsin-coupled fluorescence; 1.1% of 330,000 active; NAD-dependent protein deacylase sirtuin-5, mitochondrial (Homo sapiens), Q9NXA8; inhibition, % at 15 µM; in the data active means inhibition above about 15%
Target sequence (Q9NXA8 whole entry, looked up): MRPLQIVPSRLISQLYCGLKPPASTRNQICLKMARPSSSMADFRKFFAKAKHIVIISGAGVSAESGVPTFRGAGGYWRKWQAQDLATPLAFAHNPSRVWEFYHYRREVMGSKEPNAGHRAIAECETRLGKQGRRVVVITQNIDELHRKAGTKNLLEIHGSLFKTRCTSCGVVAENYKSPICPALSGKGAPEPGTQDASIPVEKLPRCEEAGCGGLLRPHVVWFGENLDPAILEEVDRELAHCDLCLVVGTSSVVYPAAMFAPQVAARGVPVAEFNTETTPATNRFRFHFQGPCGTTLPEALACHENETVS
PAX8 inh HTS: inhibitors of PAX8-driven TPO luciferase reporter, primary screen, RMG-I cells, single concentration. inhibition, % at 12.6 µM. SteadyGlo, 24 h. 1.2% of 360,000 active;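 active means mean replicate inhibition at least 60% with every replicate also reaching 60%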;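 further: luciferase light reporting Pax8 driven TPO promoter activity; plate controls were median of neutral control wells for no effect and mitoxantrone controls for full effect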
* marks the source's active call; other numbers are inactive results; x = not tested or not shown; & = joins results of further samples. Compounds as they come; about 4.9% have a hit in one of these screens.

SMILES	Casp6 inh	ARNT-TACC3 inh	LGR2 antag	EWS-Fli inh	DENV2 CPE	SIRT5 block	PAX8 inh HTS
COc1ccc(NC(=O)N(C)C[C@@H]2Oc3ccc(NS(=O)(=O)c4ccc(C)cc4)cc3CC(=O)N([C@H](C)CO)C[C@H]2C)cc1	x	x	6	-4	x	x	1
Cn1c2c(c(=O)n(C)c1=O)C(c1ccc(C(F)(F)F)cc1)CC(=O)N2 (configuration not stated)	x	-1	-15	-1	x	x	6
C[C@H](CO)N1C[C@H](C)[C@H](CN(C)C(=O)Nc2cccc3ccccc23)Oc2ccc(NC(=O)Cn3cnnn3)cc2C1=O	1	3	5	-5	-2	-1	x
COc1ccc(OCC(=O)Nc2ccc(S(=O)(=O)N3CCCC3)cc2)cc1	-1	13	5	1	4	5	0
CC(OC(=O)c1cccc(-n2cnnn2)c1)C(=O)Nc1ccc(F)cc1Cl (configuration not stated)	-1	-3	-1	-11	11	-3	-6
COc1ccccc1OCc1nc2ccccc2n1C	x	-20	-41	-88	7	-3	-79
CCC(=O)OC1(C(C)=O)CCC2C3CCC4=CC(=O)CCC4(C)C3CCC21C (configuration not stated)	-1	5	18	9	1	0	17
CN1c2ccc(C#Cc3cccnc3)cc2[C@@H]2[C@@H](CCN2C(=O)C2CCCC2)[C@H]1CO	-1	x	-8	14	-2	-1	x
C[C@@H]1CCCCO[C@H](CN(C)CC2CCCCC2)[C@@H](C)CN([C@H](C)CO)C(=O)c2cc(NC(=O)Cc3ccccc3)ccc2O1	0	-18	23	-14	-1	-8	-12
COc1ccc(NC(=O)COC(=O)CCCC2=NS(=O)(=O)c3ccccc3N2)cc1Cl	8	9	7	-6	-2	4	-6
Cc1ccc(S(=O)(=O)N/N=C\c2ccc(Cl)c([N+](=O)[O-])c2)cc1	2	5	-1	8	2	1	x
COC(=O)[C@@]12C[C@@H](CC(=O)N3CCC(c4ccccc4)CC3)C(=O)N(Cc3cccc4ccccc34)C1=CCC(C)(C)C2	-1	x	18	6	8	-3	30
COc1ccc(-c2ccc([C@@H]3[C@@H](CO)N4C(=O)CN(C(=O)Cc5ccccn5)C[C@H]34)cc2)cc1	x	x	11	-5	2	-4	x
C[C@H]1CN([C@@H](C)CO)C(=O)c2cccc(NS(=O)(=O)c3cccs3)c2O[C@@H]1CN(C)S(=O)(=O)c1ccc(F)cc1	0	-7	-4	-1	15	-4	0
C[C@H](CO)N1C[C@H](C)[C@@H](CN(C)C(=O)Nc2cccc3ccccc23)OCCCC[C@H](C)Oc2ccc(NC(=O)c3ccncc3)cc2C1=O	1	8	17	14	-9	6	82*
O=C(Cn1cc(C(F)(F)F)ccc1=O)Nc1ccccc1	-3	-2	-17	-30	4	-5	-34
COc1ccc(C(=O)NCC(=O)N/N=C/c2cccnc2)cc1OC	0	-76	9	-4	-2	0	-13
O=[N+]([O-])c1cc(Cl)ccc1N1CCN(c2cccc(C(F)(F)F)c2)CC1	x	13	29	x	x	x	-6
CC(Oc1ccccc1)C(=O)Nc1ccc(NC(=O)c2ccccc2)cc1 (configuration not stated)	-3	-15	21	x	7	-9	-19
CSc1nnc(NC(=O)c2ccc(S(=O)(=O)N3CCOCC3)cc2)s1	0	2	2	-27	-14	0	-9
Cc1nnc(NC(=O)c2ccco2)s1	-1	x	11	-6	-4	-2	4
CC(C)(C)C(=O)Nc1ccc(-c2cc3cc(Cl)ccc3o2)cc1	-5	0	x	-36	-10	-2	-71
CCC(=O)N1Cc2cc(C(=O)NCCOC)nc(-c3cccc(-c4ccc(C#N)cc4)c3)c2[C@H]1CCO	-2&3	x	-3&0	4&12	0&1	1&-2	-11
CCn1c(C)c(C(C)=O)c(N2CCN(C(c3ccccc3)c3ccccc3)CC2)nc1=S	-8	x	0	26	0	-3	0
O=C(COC(=O)c1ncc(Cl)c(Cl)c1Cl)NC1CCS(=O)(=O)C1 (configuration not stated)	2	-2	2	3	-4	-1	13
CCNc1nc(SC(C)C(=O)Nc2ccccc2)nc(N(C)C)n1 (configuration not stated)	4	0	-36	8	5	-1	-4
Cc1ccc(/C=N/NC(=O)c2ccc3nc[nH]c3c2)o1	-3	5	-3	8	7	4	-1
O=[N+]([O-])c1cc(C(F)(F)F)ccc1N1CCN(CCO)CC1	1	-6	23	2	-2	-2	4
COc1ccc(NC(=O)c2cccc(Cl)c2)c[n+]1[O-]	1	-1	15	1	-3	-1	16
O=C(C[C@@H]1CC[C@H]2[C@@H](COC[C@H](O)CN2Cc2ccccc2)O1)NCCCN1CCOCC1	0	-16	13	-1	-7	-1	-11

By substructure, those above containing fluorine.
SMILES	Casp6 inh	ARNT-TACC3 inh	LGR2 antag	EWS-Fli inh	DENV2 CPE	SIRT5 block	PAX8 inh HTS
Cn1c2c(c(=O)n(C)c1=O)C(c1ccc(C(F)(F)F)cc1)CC(=O)N2 (configuration not stated)	x	-1	-15	-1	x	x	6
CC(OC(=O)c1cccc(-n2cnnn2)c1)C(=O)Nc1ccc(F)cc1Cl (configuration not stated)	-1	-3	-1	-11	11	-3	-6
C[C@H]1CN([C@@H](C)CO)C(=O)c2cccc(NS(=O)(=O)c3cccs3)c2O[C@@H]1CN(C)S(=O)(=O)c1ccc(F)cc1	0	-7	-4	-1	15	-4	0
O=C(Cn1cc(C(F)(F)F)ccc1=O)Nc1ccccc1	-3	-2	-17	-30	4	-5	-34
O=[N+]([O-])c1cc(Cl)ccc1N1CCN(c2cccc(C(F)(F)F)c2)CC1	x	13	29	x	x	x	-6
O=[N+]([O-])c1cc(C(F)(F)F)ccc1N1CCN(CCO)CC1	1	-6	23	2	-2	-2	4

More results follow:
SMILES	Casp6 inh	ARNT-TACC3 inh	LGR2 antag	EWS-Fli inh	DENV2 CPE	SIRT5 block	PAX8 inh HTS
O=C(Cc1nnc(NC(=O)c2ccccc2)s1)N/N=C\c1ccc(O)c(O)c1	4	4	-23	11	-1	0	14
Cc1nc2scc(C)n2c(=O)c1S(=O)(=O)Nc1ccc(F)cc1	-1	-5	1	-1	2	0	16
O=[N+]([O-])c1ccccc1S(=O)(=O)Nc1ccc(-c2ccc3nncn3n2)cc1	-2	-3	-17	9	4	0	x
C/C(N)=C(/C#N)C(=O)COC(=O)c1ccc(O)cc1	1	x	-11	-7	-20	-1	-4
CNC(=O)c1c(NC(=O)c2ccc(S(=O)(=O)N3CC(C)OC(C)C3)cc2)sc2c1CCN(C(C)C)C2 (configuration not stated)	-2	0	-2	-10	14	1	8
COc1ccc2c3c(n(C)c2c1)[C@@H](CO)N(C(C)=O)CC31CN(C(=O)C2CCOCC2)C1	3	x	0	-1	5	11	x
COc1ccc(CNC(=O)c2ccc(Br)cc2)cc1	4	x	-7	3	4	1	18
CC(C)C[C@H](NC(=O)c1nc[nH]c1C(=O)NCCCCCNC(=O)OC(C)(C)C)C(=O)OC(C)(C)C	x	13	6	1	19	x	17
CCCNC(=O)C1(C)CCCN(C(=O)c2c(F)ccc(C)c2F)C1 (configuration not stated)	3	x	7	6	-7	-1	10
CCOc1ccccc1N(CC(=O)NCCSc1ccccc1)S(C)(=O)=O	1	-10	-4	2	-7	-1	-4
COc1cccc(CN(C(=O)c2cccc(OC)c2)C2CCS(=O)(=O)C2)c1 (configuration not stated)	-2	5	13	4	2	-1	10
C=CCNC(=O)c1cn(CC)c2cc(N3CCN(C(=O)c4ccco4)CC3)c(F)cc2c1=O	7	14	8	x	6	-12	34
OC[C@@H]1[C@@H](c2ccccc2)C2(CN(CC3CCOCC3)C2)N1Cc1cncnc1	0	x	0	-5	-10	-2	-7
O=C(O)c1cc(-c2ccc(Cl)cc2)n(-c2ccccc2)n1	-3	-15	-5	0	4	-3	5
O=C(CN1C(=O)/C(=C\c2ccc(C(F)(F)F)cc2)Sc2ccccc21)NCc1ccco1	x	0	-15	x	x	x	-13
CN(C)c1ccc2c(c1)[C@@H]1C[C@H](CC(=O)NCCN3CCCCC3)O[C@@H](CO)[C@@H]1O2	-78	5	-1	-7	-3	-5	5
C[C@@H](NCCCn1cnc2c(OCc3ccccc3)ncnc21)c1cccc2ccccc12	-5	37	3	-16	16	-8	19
CC(Oc1ccc(C(C)(C)C)cc1)C(=O)NC1CC(C)(C)NC(C)(C)C1 (configuration not stated)	-3	-4	6	x	0	-3	-3
Cc1cc(C(=O)CN2C(=O)C(=O)N(Cc3ccccc3)C2=O)c(C)n1Cc1ccccc1	2	-12	3	-5	1	-3	-8
CCC(C(=O)Nc1c[nH]c(=O)[nH]c1=O)c1ccccc1 (configuration not stated)	x	-5	37	x	x	x	7
Cc1c(Br)c([N+](=O)[O-])nn1CC(=O)Nc1sc2c(c1C(=O)OC(C)C)CCC(C)C2 (configuration not stated)	x	-3	6	x	x	x	-5
CC1CCCC12NC(=O)NC2=O (configuration not stated)	1	-3	2	-6	2	1	-11
CC(C)c1ccc(/C=C2\SC(=O)N(CC(=O)NCCCn3ccnc3)C2=O)cc1	-5	8	-32	-59	0	3	-216
O=C(NCCN1CCCCC1)[C@H]1[C@H](CO)[C@H]2Cn3c(cccc3=O)[C@@H]1N2C(=O)C1CCCCC1	3	4	20	0	-2	0	x
COc1ccc(CCNC(=O)CC(C)S(=O)(=O)c2ccc3c(c2)NC(=O)CO3)cc1OC (configuration not stated)	3	1	1	x	19	-1	1
CC(C)C[C@H](NC(=O)N1CC(=O)Nc2ccccc21)C(=O)N[C@@H](C(=O)O)c1ccccc1	-2	-3	-3	-3	7	-5	7
Cc1c(SCCO)c(=O)[nH]c2cc3c(cc12)OCO3	4	-2	6	13	-3	-5	x
O=C(CCCC(=O)c1ccc(F)cc1)c1ccc(F)cc1	0	-14	-86	-112	4	-3	-273
NC(=O)c1sc2nc3c(c(-c4ccco4)c2c1N)CCC3	27	18	7	-18	1	-3	x
COc1cc2c(cc1OC)C(c1ccccc1Cl)N(C)CC2 (configuration not stated)	2	-1	-3	4	-2	-2	-19
COc1ccc(/C=N/NC(=O)CN2CCN(Cc3ccccc3)CC2)cc1Br	2	2	-7	-5	5	0	5
CCOC(=O)CC1(NC(=O)c2cc(COc3c(F)cccc3F)on2)CCCCC1	5	-2	10	x	3	-6	-6
C[C@H](CO)N1C[C@H](C)[C@H](CN(C)Cc2cncnc2)Oc2ncc(/C=C/c3ccccc3)cc2C1=O	2	-3	6	-4	-7	-10	x
COc1cccc(-c2nc3ccc([N+](=O)[O-])cc3o2)c1	0	5	-20	-53	x	-4	9
CN1C(=O)c2cc(NC(=O)NCc3ccccc3)ccc2OC[C@H]2O[C@@H](CC(=O)NCC3CCCCC3)CC[C@H]21	-1	x	-7	7	-7	-1	-8
O=[N+]([O-])c1ccc(S(=O)(=O)Nc2nc3ccccc3nc2Nc2ccccc2)cc1	4	x	-16	3	12	-2	-2
COCCN1C(=O)C(=O)/C(=C(/O)c2ccc(C)cc2)C1c1ccccn1 (configuration not stated)	2	0	-33	2	-2	-1	-6
CCC/C(=N\NC(=O)c1ccccc1C)c1ccccc1	-3	2	x	-3	1	-1	-25
CN1CCN(C(=O)C[C@H]2CC[C@@H]3[C@@H](COc4ccc(NC(=O)C5CCOCC5)cc4C(=O)N3C)O2)CC1	-8	-6	-24	-56	-1	2	-15
COc1ccc(-c2ccc([C@H]3[C@@H](CO)N4CCCCN(CC5CCOCC5)C[C@@H]34)cc2)cc1	-2	1	1	-12	24*	-4	2
c1ccc(N2CCOCC2)c(Nc2nc3ccccc3n3cnnc23)c1	2	-3	-10	2	2	1	35
COc1ccc(CN2CCNC(=O)C2CC(=O)N(C)Cc2ccon2)cc1OC (configuration not stated)	1	-5	-1	-11	1	1	-3
O=C(N/N=C/c1ccc2c(c1)OCO2)C(=O)Nc1ccccc1	1	-9	-36	-13	-5	0	-20
